NPC1 promoter act – activators of NPC1 promoter; Huh7 NPC1 promoter luciferase reporter, 24 h; Potency, µM (highest dose often 9.22 µM), for inactives: at the top dose activation, most hits filed as activators; 320,000 tested, 2.4% active;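 note: potency is the fitted concentration of half-maximal effect; % of control where 0% means no effect; nearly all actives have a fitted effect of over 60% in size; reporter is driven by a mutant NPC1 promoter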
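In 1536-well qHTS, Huh7 cells harboring an NPC1 promoter–luciferase construct received compound for 24 h; activation was quantified by luminescence following luciferase reagent addition.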
Coupling enz – inhibits coupling enzyme system, counter-screen for aldolase hits | coupling enzyme system counterscreen, AmpLite Red fluorescence | activity change, negative = inhibition, % at 58.2 µM, hits read low | 290,000 tested, 0.67% active; in the data active = activity change below about -30%; note: % is set by controls: 0 for no effect and ±100 for the full control effect
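Coupling enzymes only (glyceraldehyde-3-phosphate) + compound, at 57.5 uM final, 10 min RT; add substrate/coupling/AmpLite Red mix, 20 min RT; fluorescence ex 525/em 598 nm. Actives flag coupling-system interference.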
KCNH2 3.1 block – KCNH2 3.1 (human) potassium channel inhibition | U2OS KCNH2 3.1, thallium flux FluxOr; stronger effect = lower value | activity change, % (tested at about 1.8 µM) | 340,000 tested, 0.95% active;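 active = maximum activity change below -70%; inconclusive = maximum activity change from -70% to -50%; inactive = maximum activity change above -50%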;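 note: thallium influx rate constant from kinetic fluorescence after stimulation buffer; % is set by controls: 0 for no effect and ±100 for the full control effect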
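Steps: virus added to U2OS suspension (4 h, RT, dark); medium with 10% FBS added, cells plated, 37 C overnight; FluxOr/Red40 loading buffer 45 min RT; stimulation buffer, 2 min kinetic read; rate constant normalized.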
FLuc counter – inhibits or activates purified firefly luciferase, miR-21 counter-screen; P08659; purified FLuc, Km substrates, luminescence inhibition; Potency, µM (highest dose often 57.5 µM), inactives show at the highest dose activity change, negative = inhibition, usual class: inhibitors; 360,000 tested, 6.9% active; AID 588342;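 note: potency is the fitted concentration of half-maximal effect; plate controls were vehicle for no effect and reference inhibitor for full effect; nearly all actives have a fitted effect of over 55% in size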
Target sequence (P08659 whole entry, looked up): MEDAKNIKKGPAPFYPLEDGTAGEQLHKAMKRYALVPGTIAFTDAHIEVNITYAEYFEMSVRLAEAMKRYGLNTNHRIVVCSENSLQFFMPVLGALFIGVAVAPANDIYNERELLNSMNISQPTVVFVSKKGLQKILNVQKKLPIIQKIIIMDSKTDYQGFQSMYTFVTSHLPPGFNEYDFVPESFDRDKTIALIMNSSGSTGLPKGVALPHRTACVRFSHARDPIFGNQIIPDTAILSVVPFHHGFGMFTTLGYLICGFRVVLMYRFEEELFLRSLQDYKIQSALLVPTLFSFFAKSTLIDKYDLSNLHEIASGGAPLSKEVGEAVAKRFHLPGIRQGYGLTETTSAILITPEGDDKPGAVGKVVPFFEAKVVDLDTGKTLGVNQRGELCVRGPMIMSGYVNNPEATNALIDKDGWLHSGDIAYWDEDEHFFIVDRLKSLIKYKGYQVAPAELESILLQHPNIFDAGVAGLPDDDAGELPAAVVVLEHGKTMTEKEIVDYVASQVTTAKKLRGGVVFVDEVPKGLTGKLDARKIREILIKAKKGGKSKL
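Purified P. pyralis luciferase, 10 nM final, with Km-level 10 uM D-luciferin and 10 uM ATP in 50 mM Tris acetate pH 7.5, 10 mM Mg acetate, 0.01% Tween-20, 0.05% BSA; 6-point qHTS titration about 60 µM downward; luminescence read.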
Gal4-VP16 FLuc – Gal4-VP16 reporter inhibition counter-screen; Potency, µM (titrated, usually from 53.6 µM), without a hit: at the highest dose activity, negative = inhibition, actives largely listed as inhibitors; Drosophila S2 Gal4-VP16 UAS-luciferase, luminescence, 20 h; AID 2546; 310,000 tested, 3.5% active;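 note: Gal4-VP16 expression switched on by copper sulfate through the metallothionein promoter; potency is the fitted concentration of half-maximal effect; % is set by controls: 0 for no effect and ±100 for the full control effect; nearly all actives have a fitted effect of over 50% in size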
Rab9 prom act – Rab9 promoter activation; Huh7 Rab9 promoter-luciferase reporter, luminescence, 24 h; Potency, µM (doses to about 9.22 µM), for inactives: top-dose activation, negative = inhibition, actives largely listed as activators; 320,000 tested, 2.8% active; AID 485297; note: potency is the fitted concentration of half-maximal effect; % of control where 0% means no effect; nearly all actives have a fitted effect of over 60% in size
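Promoter activation is measured as luciferase luminescence in Huh7 cells stably transfected with a Rab9 promoter–luciferase construct, following 24 h compound exposure at 37 °C and 10 min reagent incubation at ambient temperature.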
RORg inh – inhibitors of mouse ROR gamma transcriptional activity | P51450 | Drosophila S2 Gal4-RORgamma UAS-luciferase reporter, 20 h | Potency, µM (titrated, usually from 53.6 µM), inactives show top-dose activity change, negative = inhibition, usual class: inhibitors | 310,000 tested, 5.4% active | AID 2551; note: potency is the fitted concentration of half-maximal effect; % is set by controls: 0 for no effect and ±100 for the full control effect; nearly all actives have a fitted effect of over 60% in size
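Read-out: Photinus luciferase luminescence; inhibitors lower reporter signal. Insect Schneider cells with Gal4-ROR gamma fusion under metallothionein promoter, UAS reporter; 700 uM final copper sulfate induction, 20 hr, ambient temperature.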
Tb PFK block – T. brucei PFK enzyme inhibition | T. brucei PFK, ADP-Glo luminescence | Potency, µM (top dose mostly 57.5 µM), for inactives: at the top dose activity, negative = inhibition, hits mostly inhibitors | 330,000 tested, 0.17% active | AID 485367;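 note: potency is the fitted concentration of half-maximal effect; 0% = uninhibited 1x PFK enzyme wells and -100% = no-enzyme wells; nearly all actives have a fitted effect of over 60% in size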
Target sequence (O15648 whole entry, looked up): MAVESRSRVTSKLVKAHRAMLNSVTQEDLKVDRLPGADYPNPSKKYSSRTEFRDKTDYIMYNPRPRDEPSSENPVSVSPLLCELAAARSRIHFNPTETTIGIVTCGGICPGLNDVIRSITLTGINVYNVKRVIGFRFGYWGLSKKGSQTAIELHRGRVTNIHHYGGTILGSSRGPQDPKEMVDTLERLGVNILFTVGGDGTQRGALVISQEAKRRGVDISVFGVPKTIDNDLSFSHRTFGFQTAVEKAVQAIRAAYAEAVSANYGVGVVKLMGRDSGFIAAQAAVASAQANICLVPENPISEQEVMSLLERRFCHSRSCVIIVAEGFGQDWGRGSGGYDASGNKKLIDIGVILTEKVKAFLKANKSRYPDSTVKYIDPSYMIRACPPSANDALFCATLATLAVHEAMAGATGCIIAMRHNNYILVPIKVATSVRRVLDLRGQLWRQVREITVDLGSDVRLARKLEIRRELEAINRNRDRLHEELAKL
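Compounds were pin-transferred as a titration series up to 57 uM into substrate buffer (0.5 mM F6P, 0.1 mM ATP, pH 8.0), then 1.25 nM PFK was added and reactions ran 45 min before ADP-Glo detection.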
uPA generation – inhibitors of cell surface uPA generation; cell surface uPA generation assay, qHTS; Potency, µM (series often up to 38.3 µM), inactives show top-dose activity change, negative = inhibition, usual class: inhibitors; 330,000 tested, 0.31% active; active = well fitted inhibition curve with a large enough effect; inconclusive = small, poorly fitted or top-dose-only effect; inactive = no such curve, though single readings can be large or run the other way; tested in mouse RAW 264.7 cells; note: potency is the fitted concentration of half-maximal effect; % is set by controls: 0 for no effect and ±100 for the full control effect; nearly all actives have a fitted effect of over 55% in size
Giardia kill – Giardia lamblia killing; Giardia lamblia trophozoite viability; activity change, % at 7.66 µM, hits read low; 340,000 tested, 0.15% active; AID 540267; in the data active = activity change below about -80%; inconclusive = between about -30% and that limit;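 note: parasites exposed to compound for two days anaerobically before the ATP read; % is set by controls: 0 for no effect and ±100 for the full control effect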
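Anaerobic 48 hrs incubation at 37 deg C of 100 trophozoites/well with test compounds; ATPLite 1-Step luminescence, 15-30 min RT, reports cellular ATP as viability.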
ELG1 genotoxic – inducers of genotoxicity in HEK293T ELG1-luciferase cells | HEK293T ELG1-luciferase reporter, luminescence, 16 h | Potency, µM (top dose mostly 46 µM), inactives show at the top dose activity change, positive = activation, most hits filed as activators | 330,000 tested, 1.3% active | AID 504466; note: potency is the fitted concentration of half-maximal effect; % of control where 0% means no effect; nearly all actives have a fitted effect of over 60% in size
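Quantitative HTS format in 1536-well plates. HEK293T ELG1-luciferase reporter cells receive test compound and are incubated 16 hr at 37 °C, 5% CO2; ONE-Glo added, 30 min room temperature, then luminescence read.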
Starred values were filed as active, the others as inactive; u = inconclusive; x = not tested or not shown; & = joins results of further samples; [ ] = another dose, or the depositor's remark. Unless noted, calls come from the whole dose curve; as a rule, active = well fitted curve in the direction sought with a large enough effect; inconclusive = small, poorly fitted or top-dose-only effect, or another doubt; inactive = no such curve, though single readings can be large; an effect the other way counts as inactive or inconclusive.

molecule,Giardia kill,uPA generation,Tb PFK block,ELG1 genotoxic,RORg inh,Rab9 prom act,KCNH2 3.1 block,NPC1 promoter act,Coupling enz,FLuc counter,Gal4-VP16 FLuc
Cc1ccc(-c2nnc(-c3ccccc3)c(N3CCOCC3)n2)cc1,-11.8,x,0.3%,-2.7%,-0.3%,1.2%,-3.5,-0.7%,-1.2,-4.1%,-3.8%
O=C(NCCN1CCCCCC1)C1CCCN1S(=O)(=O)c1cccc2nsnc12 (stereo not given),6.9,0.2%,3.9%,1.2%,-7.4%,1.2%,22.2,-1.4%,2.3,-2.2%,-26.6%
Cc1[nH]n(-c2ccccc2)c(=O)c1N=Nc1ccc(C(=O)O)cc1,-11.8,1.2%,1.8%,12.4%,31.1%,28.3%,-10.1,23.5%,8.2,7.57µM*,15.0%
O=C(NC(=S)NCCN1CCOCC1)c1ccc(Cl)cc1,3.0,-1.4%,-0.5%,7.4%,u,21.2%,x,10.2%,-0.7,-17.4%,u
Cc1cc(C)c(S(=O)(=O)N2CCC3(CC2)OCCN3S(=O)(=O)c2cccs2)c(C)c1,10.3,-7.3%,6.2%,-1.6%,x,-3.7%,1.8,2.2%,x,-2.6%,x
CCCCN(C)C(=O)C1CCN(Cc2cccc(OCc3ccccc3)c2)CC1,u,-8.3%,-2.9%,-4.4%,27.6%,1.2%,u,-0.8%,8.1,-0.8%,-0.4%
O=C(N/N=C\c1cc2c(cc1Cl)OCO2)c1ccc(Br)s1,-4.4,-0.5%,0.5%,u,u,7.1%,7.6,3.4%,x,0.0%,u
CCOC(=O)c1[nH]c2ccc(OC)cc2c1NC(=O)CCN1CCC(C)CC1,5.1,10.1%,-0.1%,-1.2%,-4.3%,-7.5%,28.4,-0.1%,3.1,-1.7%,-0.5%
Cn1c(=O)c2ccccc2n(Cc2ccccc2F)c1=O,-5.4,-11.0%,-3.8%,-0.2%,5.1%,-0.8%,-1.6,-5.3%,-3.6,0.0%,u
CC(=O)Nc1ccc(S(=O)(=O)NCC(=O)OCc2ccccc2)cc1,-25.7,-2.2%,-0.8%,9.1%,0.7%,-10.2%,-11.7,-3.1%,4.1,-0.3%,12.7%
CC1(C)NC(=O)N(CCCCOc2ccccc2[N+](=O)[O-])C1=O,x,x,-5.2%,-1.7%,5.0%,-0.4%,x,0.3%,-2.2,-1.2%,4.1%
CCOc1ccc(CCNC(=O)CCn2nc(C)c3c(C)n(-c4ccccc4)nc3c2=O)cc1,44.6[activator],-8.6%,0.5%,-2.6%,4.6%,-6.7%,6.1,-2.2%,x,-0.1%,0.2%
COC(=O)c1ccccc1NC(=O)C1CC(=O)N(c2ccccc2)C1 (stereo not given),8.0,x,-2.5%,-3.5%,12.4%,-3.4%,-1.9,-3.8%,2.2,2.9%,-2.2%
Cc1ccc(SCC(=O)OCC(=O)NCCC2=CCCCC2)cc1,2.5,-6.2%,-2.2%,1.9%,x,-1.0%,15.8,-0.5%,x,0.8%,x
COc1ccc(/C=C(\C#N)C(=O)OCC(=O)NC2CC2)cc1,-3.7,9.4%,-1.9%,-1.1%,18.4%,-1.3%,0.5,0.3%,1.5,3.9%,0.7%
CN1CCN(Cc2nc3cc(NC(=O)COc4ccc([N+](=O)[O-])cc4)ccc3n2C)CC1,1.3,5.0%,-15.3%,-4.0%,-7.7%,0.8%,0.5,-1.7%,x,-2.1%,1.1%
O=C(Nc1cccc2ccccc12)N(CCO)C1CCS(=O)(=O)C1 (stereo not given),-7.4,-5.6%,-13.2%,0.4%,-6.8%,-4.8%,-30.9,0.2%,1.4,1.3%,1.1%
CCOc1ccc(CCNC(=O)C(C)n2nc(C)n3c(cc4occc43)c2=O)cc1OCC (stereo not given),34.9[activator],-8.4%,1.3%,1.2%,29.3%,-0.8%,-13.3,-3.5%,1.2,1.6%&-11.0%,-5.1%
CCCNC(=S)NC1CC2CCCC(C1)N2Cc1ccc(F)cc1 (stereo not given),24.2,6.3%,-5.8%,-6.5%,u,-0.1%,-16.6,-6.3%,-1.1,6.4%,-1.9%
COc1cc2nc(NCC3CCCO3)n3nc(-c4cccnc4)nc3c2cc1OC (stereo not given),14.3,x,-3.3%,-4.1%,0.3%,2.1%,10.6,-2.5%,2.5,-1.0%,5.8%
COc1ccccc1NC(=O)CN(C)S(=O)(=O)c1ccc(F)cc1,17.3,-1.6%,-4.3%,2.4%,10.9%,-3.2%,x,0.2%,3.8,-0.8%,11.2%
CCOC(=O)c1cc2c(nc1NC(=S)Nc1ccccc1)CC(C)(C)OC2,-13.0,-0.2%,-3.3%,2.7%,2.82µM*,-0.9%,-1.7,4.0%,-1.9,-0.7%,u
Cc1ccc(C(=O)NC(=S)N2CCCCCC2)cc1,-23.0,20.6%,-6.7%,-0.7%,x,2.4%,-12.3,-5.7%,x,x,x
CC1=NC(Nc2nc(C)c3ccccc3n2)=NC(C)(C)C1,-2.2,1.8%,6.7%,-0.4%,-28.2%,-10.4%,16.0,-0.1%,-0.8,-0.5%,-5.6%
CCN(CC)S(=O)(=O)c1ccc(NCC2COc3ccccc3O2)c([N+](=O)[O-])c1 (stereo not given),-25.0,-2.1%,2.4%,-0.1%,u,-2.5%,-6.0,-4.2%,0.7,1.9%,2.5%
CC(=O)c1ccccc1NC(=O)COC(=O)/C=C/c1ccc(C)o1,-4.0,0.0%,-13.5%,-0.7%,12.9%,12.9%,3.5,0.5%,3.4,-3.0%,1.5%
COc1ccc(S(=O)(=O)N(C)CC(=O)NCCCN2CCOCC2)cc1Cl,-22.6,-1.9%,2.7%,u,-6.5%,-3.3%,-3.4,-2.9%,-0.3,0.8%,9.5%
N/C(=N\OC(=O)C1CCCCC1)c1ccccn1,-13.7,x,-2.9%,u,-30.4%,18.6%,-1.2,25.2%,-1.8,2.39µM*,-5.5%
Cc1nnc(Oc2ccc([N+](=O)[O-])cc2)c2ccccc12,7.1,2.1%,0.0%,10.3%,40.1%,29.8%,-2.3,26.6%,0.3,u,23.2%
C=C(C)CN(CC)C(=O)CC1C(=O)NCCN1CC(C)(C)C (stereo not given),18.9,-6.9%,-2.4%,6.6%,15.6%,-9.4%,-7.3,-6.8%,-12.0,-0.7%,-1.2%
Cc1cc(C(=O)CSc2nnnn2-c2ccc(O)cc2)c(C)n1C,-1.0,0.8%,0.9%,0.5%,2.6%,10.2%,-13.0,20.7%,0.2,u,-26.0%
CCNC(=S)N(Cc1ccc2c(c1)OCO2)C1CC(=O)N(c2ccc(F)cc2)C1=O (stereo not given),-7.6,3.3%,-4.5%,-13.3%,37.1%,-3.9%,5.3,-0.7%,0.6,0.3%,-8.0%
CCCCNC(=O)c1cc2c(=O)n3cccc(C)c3nc2n(CCN2CCOCC2)c1=N,1.0,-3.0%,1.0%,2.5%,-14.8%,-5.9%,-4.9,-0.9%,2.1,1.9%,-2.9%
CC1(C)CC2CC(C)(CN2/C=N/c2sc3c(c2C#N)CC(C)(C)NC3(C)C)C1 (stereo not given),2.3,-4.4%,3.8%,-1.3%,-34.0%,-13.3%,-19.7,4.5%,-7.0,-0.5%,-6.4%
CCOc1ccc(NC(=O)CCS(=O)(=O)c2cccc3nsnc23)cc1,-3.5,0.1%,17.0%,-2.0%,20.4%,0.5%,-0.3,-4.3%,0.3,3.0%[2.3 µM],-1.6%
CN1c2ccccc2C(O)=C(C(=S)Nc2ccc(Cl)cc2)S1(=O)=O,-1.6,-1.0%,-0.1%,-9.2%,u,-6.0%,-17.7,-2.3%,14.7,19µM*,u
CC(=O)C(Sc1nc(NC(C)(C)C)nc(N(C)C)n1)C(C)=O,-1.5,-4.4%,-6.5%,2.9%,6.31µM*,5.5%,20.1,0.6%,1.6,12.0%,14.1µM*
O=C(CSc1nnnn1C1CC1)N1CCN(c2ccc(O)cc2)CC1,5.9,u,u,3.4%,x,-5.5%,1.6,10.9%,x,-0.8%,x
N#Cc1c(N)nc2c(c1N)CC(C(F)(F)F)O2 (stereo not given),-7.6,7.0%,u,-6.6%,-10.9%,-3.4%,-11.0,-6.0%,4.8,-1.2%,0.1%
CCn1nc(C)cc1C(=O)N1CCCC(CCC(=O)NCc2ccccc2F)C1 (stereo not given),-5.2,-2.8%,1.6%,-5.2%,u,-0.2%,-11.5,-2.0%,0.6,-1.2%,-16.8%
N#Cc1cccc(NC(=O)C2SC(=Nc3ccccc3)C(C(=O)N3CCOCC3)=C2N)c1 (stereo not given),23.2,6.9%,-5.2%,-3.1%,39.6%,-1.2%,x,-3.1%,-2.0,4.5%,-8.9%

Bioassay records from PubChem BioAssay.
